Lipid droplet: modulators of hepatic lipid droplet formation. AML12 mouse hepatocytes, oleate lipid droplets, BODIPY imaging. inhibition, % at 6.5 µM. 240,000 tested, 0.4% active. AID 1656;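 active = lipid droplet intensity inhibited by at least 50%, with more than 500 cells counted; inconclusive = wells with under 300 cells, treated as cytotoxic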
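Assay system: AML12 mouse liver cells | Compound: 6.5 µM single-point dosing | Schedule: Overnight exposure | Technique: Fluorescence imaging, 20x objective, two fields per well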
P. falciparum M17LAP: P. falciparum M17LAP inhibitors, primary screen, biochemical, fluorogenic H-Leu-NHMec substrate, 1536-well (AID 1619). recombinant M17LAP, H-Leu-NHMec fluorogenic kinetic assay; higher % means a stronger effect. inhibition, % at 30 µM; hits with a dose series show IC50 in µM. 220,000 tested, 0.38% active;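 active = compound inhibiting the enzyme by more than half at any dose during confirmatory dose-response retesting; inconclusive = strong single-dose inhibitors picked by rank but not retested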;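 note: plate controls were full reaction with DMSO carrier for no effect and no enzyme background for full effect; strong numbers were not always called active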
NOD2 inhibition: inhibition of NOD2-driven NF-kB reporter – cell-based, luminescence, uHTS, HEK293 (AID 1566); 290,000 tested, 0.63% active; HEK293 NOD2/NF-kB luciferase reporter, luminescence; higher % means a stronger effect; inhibition, % at 4 µM, or EC50 in µM where a hit was titrated; note: many of its hits are not listed in these tables
P. falciparum M1AAP: malaria alanyl aminopeptidase activity blockers – biochemical, fluorogenic H-Leu-NHMec substrate, 1536-well (AID 1445); recombinant M1AAP, H-Leu-NHMec fluorogenic kinetic assay; higher % means a stronger effect; inhibition, % at 30 µM; hits with a dose series show IC50 in µM; 220,000 tested, 0.42% active;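 active = primary inhibition above the hit cutoff, then over 50% inhibition at one or more dose response concentrations, cut at about 23% in these data, passing the limit was not always enough; inconclusive = conflicting primary data, or primary hits not chosen for dose response; inactive = low primary inhibition, or under 50% at every dose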;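 note: plate controls were DMSO full reaction for no effect and no enzyme background for full effect; strong numbers were not always called active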
ER stress rescue: rescue of cells from ER stress-induced death, primary screen, 384-well, CSM14.1, thapsigargin, ATP luminescence (AID 1222) | cellular ATP content (survival), % at 20 µM, or EC50 in µM where a hit was titrated | 190,000 tested, under 10 active | CSM14.1 thapsigargin-induced death rescue, ATP luminescence; higher % means a stronger effect;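 active = EC50 below 50 µM in the dose-response confirmation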;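 note: death triggered by thapsigargin at about 15 µM added after 2 h compound pretreatment; cell ATP read after overnight thapsigargin exposure of roughly 18 to 22 hours; normalized against plate controls of thapsigargin alone and 5% DMSO vehicle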
AID2073: inhibitors of Mint1-CaV2.2 protein interaction, biochemical, HTRF (AID 2073); HTRF protein-protein interaction, Mint1-CaV2.2; higher % means a stronger effect; inhibition, % at 20 µM, or IC50 in µM where a hit was titrated; 290,000 tested, 0.19% active; in the data active = inhibition mostly above about 51%, no sharp cut-off; inconclusive = no clear call, values can overlap the other calls; inactive = mostly below about 53%; note: some results filed as inactive read as strong as hits
XIAP antagonists: small molecules displacing peptide from XIAP – biochemical, IAP family, fluorescence polarization (AID 1018) | XIAP BIR domain, fluorescence polarization peptide displacement; higher % means a stronger effect | one-dose displacement, % at 20 µM; IC50 in µM for titrated hits | 200,000 tested, 0.007% active; in the data active = displacement above about 50%; note: a part of the inactive calls stands beside numbers as strong as those of hits
LYP inhibition: inhibitors of LYP phosphatase, biochemical, fluorescence intensity, uHTS (AID 1779); recombinant LYP phosphatase, fluorescence intensity; higher % means a stronger effect; inhibition, % at 11.5 µM, or IC50 in µM where a hit was titrated; 290,000 tested, 0.054% active;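 note: plate controls were vehicle with enzyme for no effect and no enzyme for full effect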
SIAH1 antagonists: Siah-1 peptide-binding antagonists, primary screen, biochemical, fluorescence polarization, rhodamine-plectin, uHTS (AID 1817); 290,000 tested, 0.02% active; displacement, % at 20 µM, or IC50 in µM where a hit was titrated; Siah-1 / rhodamine-plectin peptide fluorescence polarization; higher % means a stronger effect;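 active = displacement of at least 50% at 20 µM, with a fluorescence ratio check between 0.3 and a set limit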;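 note: plate controls were Siah plus tracer with DMSO for no effect and tracer alone without Siah for full effect; strong numbers were not always called active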
Lipid droplet cells 6.5 µM: second read-out of Lipid droplet, no call of its own (marks repeat the call); cell count; measured here: cell count, cytotoxicity flag;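 cells counted across two imaged fields per well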
Numbers without * were called inactive; ? = inconclusive; nt = no result given. Cut-off read from the data, not from the text of the source, unless noted: active = inhibition above about 50%; inactive = the rest.

Under each structure: Lipid droplet | Lipid droplet cells 6.5 µM | P. falciparum M17LAP | NOD2 inhibition | P. falciparum M1AAP | ER stress rescue | AID2073 | XIAP antagonists | LYP inhibition | SIAH1 antagonists
- COC(=O)CN1C(=O)C2(C(C#N)=C(N)Oc3n[nH]c(-c4cccs4)c32)c2ccccc21 (stereo unspecified)
→ 5 | 738 | 19% | 12% | 37µM* | 1.2% | 5% | -2.4% | 0% | -1%
- CCN(CCCC(=O)c1ccc(F)cc1)CCc1ccccc1
→ 4 | 862 | nt | -11% | nt | nt | 7% | nt | -9% | -1%
- CC(C)c1ccc(/C=C/c2[nH]c(=O)[nH]c(=O)c2[N+](=O)[O-])cc1
→ nt | nt | nt | -84% | nt | nt | -8% | nt | -8% | 0%
- O=C(Nc1ccccc1Sc1ccccc1)c1ccc(F)cc1
→ -15 | 647 | 2% | 13% | -1% | -2.1% | 0% | -7.5% | -2% | 3%
- COC(=O)c1ccc(CO/N=C/c2ccccc2OC)cc1
→ 13 | 855 | nt | -10% | nt | nt | 17% | nt | 7% | -1%
- Cn1c(-c2ccccc2)cnc1NCc1cccc([N+](=O)[O-])c1
→ -3 | 747 | nt | 0% | nt | nt | -4% | nt | -7% | 12%
- CN1CCN(C(=O)Nc2cccc3ccccc23)CC1
→ 25 | 719 | -31% | 1% | 8% | -1.0% | -4% | -4.7% | -10% | 3%
- CC(=O)c1c(C)n(-c2cccc(Cl)c2)c2ccc(O)cc12
→ 1 | 837 | nt | 22% | nt | nt | 2% | nt | -2% | 0%
- COc1cccc(OCC(=O)NNC(=O)c2ccc3ccccc3c2O)c1
→ -2 | 806 | nt | 6% | nt | nt | -5% | nt | -6% | -2%
- CC(C)C(c1nnnn1Cc1ccccc1)N1CCC(C(N)=O)CC1 (stereo unspecified)
→ nt | nt | 2% | 0% | -1% | -2.8% | -8% | 1.2% | -9% | 4%
- CC(C)c1c(C(=O)N/N=C/c2ccc(-c3ccccc3)cc2)nnn1-c1nonc1N
→ -1 | 628 | nt | -3% | nt | nt | -10% | nt | -9% | 6%
- CC(=O)Nc1ccc(NC(=O)c2ccc(C)c(S(=O)(=O)Nc3cccc(C)c3)c2)cc1
→ 15 | 747 | 8% | 24% | 5% | 0.1% | 3% | -8.2% | -6% | -5%
- CCC1=C(OC(=O)N(CC)CC)N2C(=O)OC(=NCCOC)[C@]2(Cc2ccccc2)[C@H]2C1=CC[C@H]1C(=O)N(CC(=O)OC)C(=O)[C@H]12
→ -3 | 712 | 2% | 28% | 3% | nt | 1% | nt | -6% | 6%
- O=C(N/N=C/c1ccncc1)c1nc(-c2ccccc2)n2c1CCCCC2
→ nt | nt | 7% | 20% | 9% | -0.2% | -9% | -4.1% | -7% | 0%
- O=c1cc(-c2ccccc2Cl)oc2c(NS(=O)(=O)c3cccs3)ccc(O)c12
→ 3 | 656 | -1% | 10% | 4% | nt | 4% | nt | -4% | 11%

7 neighbouring compounds out of the list so far:
Under each structure: Lipid droplet | Lipid droplet cells 6.5 µM | P. falciparum M17LAP | NOD2 inhibition | P. falciparum M1AAP | ER stress rescue | AID2073 | XIAP antagonists | LYP inhibition | SIAH1 antagonists
- CN1CCN(C(=O)Nc2cccc3ccccc23)CC1
→ 25 | 719 | -31% | 1% | 8% | -1.0% | -4% | -4.7% | -10% | 3%
- CC(=O)c1c(C)n(-c2cccc(Cl)c2)c2ccc(O)cc12
→ 1 | 837 | nt | 22% | nt | nt | 2% | nt | -2% | 0%
- COc1cccc(OCC(=O)NNC(=O)c2ccc3ccccc3c2O)c1
→ -2 | 806 | nt | 6% | nt | nt | -5% | nt | -6% | -2%
- CC(C)C(c1nnnn1Cc1ccccc1)N1CCC(C(N)=O)CC1 (stereo unspecified)
→ nt | nt | 2% | 0% | -1% | -2.8% | -8% | 1.2% | -9% | 4%
- CC(C)c1c(C(=O)N/N=C/c2ccc(-c3ccccc3)cc2)nnn1-c1nonc1N
→ -1 | 628 | nt | -3% | nt | nt | -10% | nt | -9% | 6%
- CC(=O)Nc1ccc(NC(=O)c2ccc(C)c(S(=O)(=O)Nc3cccc(C)c3)c2)cc1
→ 15 | 747 | 8% | 24% | 5% | 0.1% | 3% | -8.2% | -6% | -5%
- CCC1=C(OC(=O)N(CC)CC)N2C(=O)OC(=NCCOC)[C@]2(Cc2ccccc2)[C@H]2C1=CC[C@H]1C(=O)N(CC(=O)OC)C(=O)[C@H]12
→ -3 | 712 | 2% | 28% | 3% | nt | 1% | nt | -6% | 6%

Following part:
Under each structure: Lipid droplet | Lipid droplet cells 6.5 µM | P. falciparum M17LAP | NOD2 inhibition | P. falciparum M1AAP | ER stress rescue | AID2073 | XIAP antagonists | LYP inhibition | SIAH1 antagonists
- CC(C)N(C(=O)Cn1cc(SCC(N)=O)c2ccccc21)C(C)C
→ -9 | 729 | -9% | 4% | -1% | -0.5% | -2% | -2.0% | -5% | 1%
- CCOC(=O)c1cc(CC)sc1NC(=O)c1ccc2c(c1)OCCO2
→ -2 | 745 | 6% | 26% | 2% | -3.3% | 12% | -0.5% | -4% | 0%
- Cc1cc(C)n(CC(=O)n2nc(C)cc2C)n1
→ -13 | 678 | -4% | 6% | 4% | nt | 0% | -0.4% | -3% | 1%
- Clc1ccc(-c2csc(=Nc3cccnc3)n2CCCn2ccnc2)cc1Cl
→ nt | nt | -2% | 34% | 2% | 0.4% | -5% | -5.7% | -1% | 0%
- CCCc1cc(=O)oc2cc(C)cc(OCC(=O)NCC(O)c3ccccc3)c12 (stereo unspecified)
→ -5 | 740 | nt | 11% | nt | nt | 26% | nt | -10% | 8%
- Oc1[nH]c2ccc(Br)cc2c1N=NC(=S)N1CCOCC1
→ nt | nt | 14% | 42% | 30% | nt | -48% | nt | -4% | -8%
- COC(=O)[C@@H]1C[C@H]2CC[C@H](O)C[C@H]2N1Cc1ccccc1OS(=O)(=O)c1ccc(C)cc1
→ -3 | 651 | 2% | 12% | 2% | nt | 8% | nt | -1% | -1%
- CCOc1ccc(N2CC(C(=O)Nc3nnc(Cc4ccccc4)s3)CC2=O)cc1 (stereo unspecified)
→ -11 | 792 | nt | 12% | nt | nt | -2% | nt | 1% | 2%
- CCOC(=O)C1(C)NC(c2ccc(N(C)C)cc2)C2C(=O)N(CC)C(=O)C21 (stereo unspecified)
→ nt | nt | -10% | 6% | -2% | -1.5% | -8% | -0.7% | -3% | 2%
- Cn1nc(C(C)(C)C)cc1C(=O)NCc1ccc(N2CCCC2=O)cc1
→ -96 | 657 | 2% | 40% | 13% | -0.7% | -2% | -2.8% | -2% | 2%
- COc1c(C)cc(Br)cc1C(=O)Nc1ccc(Cc2ccncc2)cc1
→ 5 | 649 | 2% | 15% | -4% | -0.1% | 32% | -21% | 7% | 2%
- COc1cc(-c2c(-c3cccc(C)c3)oc3ccccc23)cc(OC)c1OC
→ -2 | 762 | nt | 4% | nt | nt | 12% | nt | -4% | -4%
- CCOC(=O)C1=C(C)NC2=C(C(=O)CC(C)(C)C2)C1c1ccsc1 (stereo unspecified)
→ -22 | 692 | -7% | 5% | -8% | -0.2% | 8% | -6.2% | -6% | -4%
- OC(COc1ccccc1Cl)CN1CCN(CC(O)COc2ccccc2Cl)CC1 (stereo unspecified)
→ nt | nt | 9% | -6% | 2% | -1.1% | -2% | -0.7% | -8% | -5%
- CCCCCCn1c(N2CCN(c3ccccc3)CC2)nc2c1c(=O)n(C)c(=O)n2C
→ -16 | 770 | 2% | -2% | 3% | -2.2% | 11% | -7.6% | 8% | -2%
- COCC(=O)Nc1nnc(Cc2ccc(OC)c(OC)c2)s1
→ nt | nt | 1% | 4% | 6% | -1.0% | 36% | -4.6% | -4% | -2%
- Oc1[nH]c(=S)sc1C=C1N=c2ccccc2=N1
→ 1 | 672 | 41% | -21% | 22% | nt | -6% | nt | -3% | -1%
- COc1ccc(NC(=O)c2cc(Br)ccc2Cl)c([N+](=O)[O-])c1
→ 0 | 626 | -8% | 8% | 3% | 0.1% | 1% | -4.9% | -4% | -2%
- CNc1nc(C)nc(-n2nc(C)cc2C)n1
→ 0 | 740 | 2% | -1% | 4% | 0.3% | 5% | -2.3% | -1% | 1%
- CCOc1ccc(S(=O)(=O)N2CCC(C(=O)NCCc3ccc(S(N)(=O)=O)cc3)CC2)cc1
→ -9 | 829 | nt | 1% | nt | nt | 2% | nt | -6% | 5%
- COc1ccc(C)cc1NC(=O)c1cc(S(=O)(=O)N2CCOCC2)cn1C
→ -6 | 751 | nt | 23% | nt | nt | -4% | nt | -12% | 1%
- C=CCc1cccc(/C=N/NC(=O)C(C)Nc2cccc(C)c2)c1O (stereo unspecified)
→ 4 | 680 | 5% | 9% | 6% | -1.0% | ? | -7.0% | 10% | -10%
- COc1ccc(CNC(=O)CN2C(=O)CCSc3ccc(S(=O)(=O)N4CCCC4)cc32)cc1
→ -13 | 678 | nt | 3% | nt | nt | 2% | nt | -10% | 2%
- O=C(Cc1ccccc1)N1CCC(c2nc(-c3ccc(F)cc3)no2)CC1
→ nt | nt | -1% | -5% | 1% | -2.2% | -3% | -1.8% | 1% | 0%
- O=C(CCN1CCCCCC1)c1ccccc1
→ nt | nt | 14% | 10% | -1% | -7.0% | -3% | -3.7% | -5% | 5%
- C[C@H](NC(=O)c1nc[nH]c1C(=O)NCC(=O)OCc1ccccc1)c1ccccc1
→ -3 | 766 | nt | -15% | nt | nt | -4% | nt | -11% | 2%
- Cc1ccc(CCN2CC(C(=O)NCCCN3CCOCC3)CC2=O)cc1 (stereo unspecified)
→ nt | nt | 6% | 1% | 6% | -0.3% | 4% | -2.6% | 1% | 2%
- O=C(NN1CCOCC1)c1cc(-c2ccncc2)nc2ccccc12
→ -4 | 683 | 2% | 7% | 13% | 0.1% | -1% | -1.0% | -4% | 2%
- CCC(=O)N(CC)c1nc(-c2cc(OC)ccc2OC)cs1
→ 1 | 734 | -4% | -24% | -1% | -1.9% | 6% | -0.4% | -5% | -5%
- CCOC(=O)c1sc2nc3c(cc2c1N)COC(C)(CC)C3 (stereo unspecified)
→ nt | nt | -8% | -190% | 6% | -0.7% | 0% | 2.2% | 0% | 4%
- CCSC1(SCC)N=C(N)C2(C#N)C(c3ccc(OC)c(OC)c3OC)C12C#N (stereo unspecified)
→ -7 | 711 | 7% | -28% | 5% | 1.4% | -22% | -8.6% | 2% | -5%
- Cc1ccc(NC(=O)CN(C)CC(=O)NC2CCCc3ccccc32)cc1 (stereo unspecified)
→ 16 | 686 | nt | 0% | nt | nt | -5% | nt | 0% | -1%
- Nn1c(Cc2ccccc2)nc2sc3c(c2c1=O)CCC3
→ -3 | 745 | -3% | -13% | 0% | nt | 12% | nt | -6% | 5%

Not all compounds are listed, so the mix of outcomes need not match the whole.
